Screening results as filed in PubChem BioAssay.
Redox H2O2 prof: compounds producing H2O2 with reducing agent – biochemical, NIH compound library profiling, artefact control for MLSCN library redox annotation, primary screen. AID 878. DTT-dependent redox cycling H2O2, phenol red/HRP absorbance; 100% = 100 µM peroxide control, 0% = buffer. 200,000 compounds, 0.03% hits. activation, % at 10 µM;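 active means activation of at least 50% relative to the plate's high and low controls in the primary single-dose screen; inactive means activation below 50%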;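 further: compound incubated with DTT at 0.8 mM final as the reducing agent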
PPARg SRC3 recr: agonists of human PPARgamma SRC-3 coactivator recruitment; activation, % at 8 µM; biochemical PPARgamma/SRC-3 coactivator recruitment assay; 200,000 compounds, 0.26% hits; P37231; in the data active means activation above about 23%;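 further: 0% = DMSO and 100% = reference agonist; some compounds past the cut are filed as inactive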
PPARg SRC1 recr: agonists of human PPARgamma SRC-1 coactivator recruitment | P37231 | PPARgamma-SRC-1 coactivator recruitment biochemical assay | activation, % at 8 µM | 200,000 compounds, 0.41% hits; in the data active means activation above about 19%;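 further: 0% = DMSO and 100% = reference agonist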
Lmaj promast: reduces viability of Leishmania major promastigotes | 200,000 compounds, 9% hits | inhibition, % at 10 µM | resazurin fluorescence viability | AID 1063; in the data active means inhibition above about 50%;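 further: promastigotes grown with compound for 44 hours at 28 °C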
S1P3 antagonist: antagonists of human S1P3 receptor | Q99500 | CHO S1P3 NFAT-BLA reporter, FRET fluorescence, antagonist mode | inhibition, % at 4.98 µM | 170,000 compounds, 0.27% hits | AID 485;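 active means inhibition above the plate cutoff, the mean inhibition of test wells on that plate plus 3 SD, cut at about 28% in these data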;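 further: cells challenged with S1P at its EC80 of 0.8 µM; blue over green emission ratio from cleaved BLA substrate after 4 h stimulation; 0% = S1P-stimulated wells and 100% = unstimulated DMSO-only wells; some compounds past the cut are filed as inactive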
Target sequence (Q99500 whole entry, looked up): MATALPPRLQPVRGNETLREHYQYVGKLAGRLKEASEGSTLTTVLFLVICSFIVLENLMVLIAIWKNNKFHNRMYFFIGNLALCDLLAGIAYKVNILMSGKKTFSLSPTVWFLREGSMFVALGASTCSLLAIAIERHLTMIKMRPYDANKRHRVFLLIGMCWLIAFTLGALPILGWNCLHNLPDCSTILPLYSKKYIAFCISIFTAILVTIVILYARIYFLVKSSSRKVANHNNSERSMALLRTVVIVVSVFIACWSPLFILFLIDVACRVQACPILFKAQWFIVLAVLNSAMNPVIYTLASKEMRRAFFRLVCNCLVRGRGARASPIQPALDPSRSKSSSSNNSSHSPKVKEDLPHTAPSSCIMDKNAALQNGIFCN
RAM inhibit: blocks the yeast RAM network; S. cerevisiae dse1pr::URA3 reporter, 5-FOA growth OD615, 2 d; analog-sensitive cbk1-as2 kinase mutant strain; inhibition, % at 50 µM; 190,000 compounds, 1.8% hits;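 active means inhibition above a set limit, 3 SD over mean compound inhibition, cut at about 8.4% in these data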;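 further: 0% = DMSO-only wells with no growth and 100% = 10 µM 1-NA-PP1 full growth; inhibition rescues growth on 5-FOA so higher OD means more RAM inhibition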
TR-FRET SRC-2 ct: counter-screen for PPARgamma SRC-2 recruitment agonists: TR-FRET artefact; TR-FRET ratio at 8 µM; hits give high values; 200,000 compounds, 0.4% hits; in the data active means TR-FRET ratio above about 2000; further: inactives centre near 1500; reference of the scale not given here
PPARg SRC2 recr: PPARgamma-driven SRC-2 recruitment agonism | P37231 | PPARgamma LBD-SRC-2 recruitment, biochemical | activation, % at 8 µM | 200,000 compounds, 0.34% hits | AID 1032; in the data active means activation above about 22%;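 further: 0% = vehicle and 100% = reference agonist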
ROMK primary: modulates human ROMK potassium channel activity. P48048. Tet-inducible ROMK, thallium flux fluorescence; actives lie on both sides. B-score at 10 µM. 130,000 compounds, 2% hits;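 active means signal ratio slope over the read window, or its plate-corrected B-score, at least 3 SD from the plate mean, either direction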;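 further: B-score of the F/F0 ratio slope over 7 to 12 s after thallium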
Target sequence (P48048 whole entry, looked up): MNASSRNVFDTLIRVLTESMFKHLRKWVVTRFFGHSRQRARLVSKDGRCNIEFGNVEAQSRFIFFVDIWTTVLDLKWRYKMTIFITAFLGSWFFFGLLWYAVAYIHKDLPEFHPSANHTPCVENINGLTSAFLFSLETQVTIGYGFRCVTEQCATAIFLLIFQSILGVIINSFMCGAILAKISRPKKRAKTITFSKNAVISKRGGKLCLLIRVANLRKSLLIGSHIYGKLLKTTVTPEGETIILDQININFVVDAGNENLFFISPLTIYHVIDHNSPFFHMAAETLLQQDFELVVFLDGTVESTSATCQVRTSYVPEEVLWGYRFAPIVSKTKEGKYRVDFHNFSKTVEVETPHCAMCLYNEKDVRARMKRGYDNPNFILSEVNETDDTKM
bIAP inhibitor: blocks bovine intestinal alkaline phosphatase activity. AID 1019. inhibition, % at 20 µM. purified bovine IAP, CDP-star luminescence, 30 min. 190,000 tested, under 10 active;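 active means over 50% inhibition of intestinal alkaline phosphatase at 20 µM in the single-dose screen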
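System: purified bovine intestinal alkaline phosphatase (IAP) enzyme; Input: IAP diluted 1/65,000,000 in the well; Measured by: CDP-star luminescence signal; Compound dosing: 20 µM single dose; Incubation: 30 min reaction at room temperature.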
Efa HMGR inh: blocks class II HMG-CoA reductase of Enterococcus faecalis. 190,000 compounds, 0.41% hits. purified E. faecalis HMGR, NADPH absorbance 340 nm kinetic. inhibition, % at 10 µM. AID 1066;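 active means inhibition above a set limit, the median over all tested compounds plus 3 SD, cut at about 9.5% in these data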;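 further: enzyme runs in reverse so mevalonate oxidation gives rising NADPH absorbance; 0% = complete reaction with DMSO and 100% = background rate lacking mevalonate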
Starred values were filed as active, the others as inactive; x = not tested or not shown.

Values run as follows: ROMK primary, S1P3 antagonist, RAM inhibit, PPARg SRC1 recr, PPARg SRC2 recr, PPARg SRC3 recr, Efa HMGR inh, Redox H2O2 prof, Lmaj promast, TR-FRET SRC-2 ct, bIAP inhibitor
1: CCCNC(=O)Cn1cnc2sc(C(=O)N3CCN(c4ccc(F)cc4)CC3)c(C)c2c1=O
→ 1.1, x, 0.9, 1, -2, 5, -1, -0.1, -5, 1614, 3
2: O=C1C2C(C(=O)N1/N=C/c1cc([N+](=O)[O-])c(O)cc1O)C1C=CC2C12CC2 (stereo not drawn)
→ -0.37, 4, 4.3, 5, 14, 8, 1, 0.4, -5, 1656, -6
3: O=C(NNC(=S)NC1CCCCC1)c1ccc(Cl)s1
→ -0.4, -6, -0.6, 16, 13, 7, 2, 0.9, 17, 1726, 6
4: CCn1c(SCC(N)=O)nnc1-c1cc2c(C)nn(-c3ccccc3)c2s1
→ x, -6, 0.8, 1, 4, 7, -8, 2.5, 8, 1626, 0
5: CCCC(=O)n1nc(-c2ccc(OC)cc2)nc1N
→ x, -36, 1.6, 4, 8, 6, -3, 2.4, -1, 1633, 14
6: Cc1ccc(-n2c(O)c(C=Nc3cc(C)on3)c3ccccc3c2=O)c(C)c1
→ -0.48, 11, 4.0, -7, 4, -5, -3, 0.2, 12, 1480, -2
7: CCCOc1ccc(/C=c2\sc3nc(-c4ccco4)nn3c2=O)cc1OCC
→ -2.4, 3, 2.2, 0, 7, -3, 1, 0.1, 9, 1497, 6
8: CCc1nnc2n1N=C(c1ccc(OC)cc1)CS2
→ 1.1, x, 3.1, -3, -9, -4, -4, 3.7, -8, 1324, 6
9: COc1ccc2cc(C#N)c(SCC(=O)NNC(=O)Cc3ccccc3)nc2c1
→ -2, x, 4.9, 32*, 49*, 8, -5, -5.2, 4, 2781*, -7
10: CCOc1cc(/C=C2\N=C(SCC)SC2=O)cc([N+](=O)[O-])c1OC(C)=O
→ x, x, 4.0, -2, 0, -1, 0, -0.1, 31, 1497, 26
11: COc1nc(-c2ccncc2)nc2ccccc12
→ x, x, -0.5, 8, -2, 7, 1, 0.4, 3, 1637, 4
12: Cc1cc(C)nc(SCNC(=O)c2ccc(F)cc2)n1
→ x, -9, 2.4, 7, -4, -4, 0, -1.2, -2, 1525, 6
13: CCOc1ccc(/C=N/OCC(=O)NCc2ccc3c(c2)OCO3)cc1OC
→ x, -4, 6.6, -8, 1, 4, -8, 0.6, 15, 1377, -4
14: O=C(Nc1ccc(CN2CCOCC2)cc1)c1cccc(-c2cc3ccccc3oc2=O)c1
→ -0.2, -9, 2.5, 5, 5, 6, -2, -0.1, 26, 1606, -13
15: COC(=O)CNC(=O)c1c(-c2ccccc2Cl)noc1C
→ 0.27, 8, 1.0, -4, -7, -8, 5, 5.9, -9, 1578, 11
16: Cc1cccc(C)c1NC(=O)C(Cl)=C(Cl)Cl
→ -0.17, 28, 0.0, -4, 1, 6, -9, -2.0, 21, 1743, -1
17: CCC(C)NC(=O)CCS(=O)(=O)c1ccc(Br)s1 (stereo not drawn)
→ x, -12, 0.5, 0, 3, -1, -3, 1.3, -5, 1729, -3
18: CCC1=NN2C(=N)/C(=C/c3c(C)nn(-c4ccccc4)c3Cl)C(=O)N=C2S1
→ -3.1*, -4, 0.1, 4, -5, 4, -1, 0.0, -1, 1621, 5
19: Cc1ccc(S(=O)(=O)/N=C(\Nc2cc(C)on2)c2ccc(Cl)cc2)cc1
→ -0.027, 1, 4.0, 8, -3, -2, 1, 0.6, -6, 1715, 1
20: CCC1CCCCN1C(=O)CN1C(=O)CSC1=O (stereo not drawn)
→ 0.32, x, 0.3, -2, -2, 2, -1, 1.2, -2, 1505, 4
21: Cc1nc2cc(S(=O)(=O)N(C)C)ccc2n1-c1ccccc1
→ 0.22, -12, 0.4, -1, 6, 0, -2, -0.1, -4, 1456, 14
22: O=[N+]([O-])c1ccccc1/C=N/Nc1nnc(-c2ccccc2)c(-c2ccccc2)n1
→ -0.22, 1, 1.9, -2, -16, 0, -3, 2.0, 25, 1463, -16
23: Cc1ccccc1N/C(SCc1cccc(Br)c1)=C(/C#N)C(N)=O
→ x, 3, 4.6, 3, 5, 4, -7, 0.3, 22, 1415, 2
24: CCc1ccc(/C=N/NC(=O)c2cc(C)on2)s1
→ x, 11, 0.4, -5, -3, 0, -8, 0.1, -4, 1560, 22
25: C(=N\N=C\c1cccnc1)/c1cccnc1
→ x, -3, 0.6, 2, -7, 3, -4, 0.4, -7, 1715, -5
26: CN1CCN(CC(=O)C23CC4CC(CC(C4)C2)C3)CC1
→ 0.00074, 8, 0.7, -1, -1, 2, -5, -0.1, 89*, 1432, 3
27: CCn1c(C)c(C(C)=O)c(N2CCN(c3ccccn3)CC2)nc1=S
→ x, -1, 0.8, 4, -1, 13, 1, -0.3, -3, 1641, 7
28: CCc1cc(/C(Cc2ccc3ccccc3n2)=N\O)c(O)cc1O
→ -1, 0, -0.4, 6, 1, 8, -4, 0.3, 2, 1632, 1
29: S=C(c1c[nH]c2ccccc12)N1CCCC1
→ 0.42, 0, -1.0, 2, 3, 4, 4, -0.4, 5, 1430, 2
30: COc1cc(CC(=O)OCC(=O)c2ccc3c(c2)OCCO3)cc(OC)c1OC
→ 0.58, x, -0.3, 3, 5, 6, -3, 0.2, -2, 1441, 12

Entries of single compounds, looked up by structure. Values in the order: ROMK primary	S1P3 antagonist	RAM inhibit	PPARg SRC1 recr	PPARg SRC2 recr	PPARg SRC3 recr	Efa HMGR inh	Redox H2O2 prof	Lmaj promast	TR-FRET SRC-2 ct	bIAP inhibitor
O=[N+]([O-])c1ccccc1/C=N/Nc1nnc(-c2ccccc2)c(-c2ccccc2)n1 is listed as -0.22	1	1.9	-2	-16	0	-3	2.0	25	1463	-16
COc1cc(CC(=O)OCC(=O)c2ccc3c(c2)OCCO3)cc(OC)c1OC is listed as 0.58	x	-0.3	3	5	6	-3	0.2	-2	1441	12

(next part)
Values run as follows: ROMK primary, S1P3 antagonist, RAM inhibit, PPARg SRC1 recr, PPARg SRC2 recr, PPARg SRC3 recr, Efa HMGR inh, Redox H2O2 prof, Lmaj promast, TR-FRET SRC-2 ct, bIAP inhibitor
31: COc1cc(OC)cc(C(=O)NNC(=O)c2ccc(S(=O)(=O)N3CC(C)OC(C)C3)cc2)c1 (stereo not drawn)
→ 0.19, -6, 3.5, 4, 6, 4, -6, 2.1, -1, 1512, -59
32: COC(=O)C1CSC(C(=O)OC)N1C(=O)CN1CCN(c2ccccc2)CC1 (stereo not drawn)
→ -0.068, -9, 2.4, 5, 8, 2, -1, -1.2, -9, 1527, -10
33: O=C(Nc1ncc(Cc2cccc(Cl)c2)s1)c1ccc([N+](=O)[O-])cc1
→ 0.79, 3, 1.9, 0, 9, 6, -4, -0.3, -4, 1506, 8
34: CCN(CC)C(=O)CSc1nc2ncc(Cl)cc2[nH]1
→ x, -11, -0.2, 0, 2, 13, 3, 3.6, -1, 1765, -13
35: O=C(c1cn(CC(=O)N2CCCCC2)c2ccccc12)C1CC1
→ -0.023, 11, 0.8, 1, -6, 0, -5, 1.4, -5, 1502, 0
36: Cc1ccc(N(C(C)C(=O)N2CCCCC2)S(C)(=O)=O)cc1C (stereo not drawn)
→ x, -5, 2.0, 5, 9, 4, -2, -8.1, -2, 1590, -1
37: COc1ccc(/C=N/Nc2nc(-c3cccc(S(=O)(=O)N4CCCC4)c3)cs2)c(OC)c1
→ 0.49, -12, 2.6, -7, -2, -2, 0, 0.1, 69*, 1478, -8
38: CS(=O)(=O)Nc1ccc(S(=O)(=O)N2CCCC2)cc1
→ 0.2, -14, 0.2, 2, 5, 8, -9, 1.2, 4, 1825, 1
39: O=C(c1nn2c(C(F)(F)F)cc(-c3cccs3)nc2c1Br)N1CCCc2ccccc21
→ 0.72, 1, 5.2, -2, -9, 5, -5, 0.3, 69*, 1516, 5
40: O=C(COC(=O)c1ncc(Cl)c(Cl)c1Cl)Nc1ccccc1OC(F)F
→ 0.38, -25, 3.1, 4, 6, -3, -1, -0.7, 1, 1559, -30
41: O=C(CCc1ccccc1)N/N=C/c1cc(Br)ccc1O
→ x, -18, 3.1, -6, 0, -4, -7, 0.0, 98*, 1687, 6
42: CS(=O)(=O)N(CCc1ccccc1)CC(=O)NCc1ccccc1
→ 0.72, -6, -0.4, -1, 6, 3, 1, -0.6, 1, 1577, -12
43: COC(=O)C1=C(N)Oc2cc(C)n(Cc3cccnc3)c(=O)c2C1c1ccc(OC)c(OC)c1 (stereo not drawn)
→ x, -4, 0.6, 0, -1, -1, -6, 2.6, 5, 1602, 2
44: Cc1sc2ncn3cnnc3c2c1C
→ x, 2, -1.0, 2, -7, -3, 0, 2.7, 3, 1399, -1
45: Cc1cccc(C(=O)NC(CC(=O)O)c2ccc(OC3CCCC3)cc2)c1[N+](=O)[O-] (stereo not drawn)
→ 0.04, 2, 0.4, 11, -7, -3, -3, -0.3, -2, 1445, 14
46: CC(=O)N1CCN2C(=O)C1CCCC(=O)c1cc(C)ccc12 (stereo not drawn)
→ -0.15, x, -1.1, -1, 11, -1, 3, 2.0, -3, 1386, 2
47: CC(=O)c1cccc(NC=C2C(=O)OC3(CCCCC3)OC2=O)c1
→ x, x, 1.9, 3, 4, 10, -1, 2.2, -1, 1436, 12

As a working copy, 5 of the compounds above:
Values run as follows: ROMK primary, S1P3 antagonist, RAM inhibit, PPARg SRC1 recr, PPARg SRC2 recr, PPARg SRC3 recr, Efa HMGR inh, Redox H2O2 prof, Lmaj promast, TR-FRET SRC-2 ct, bIAP inhibitor
43: COC(=O)C1=C(N)Oc2cc(C)n(Cc3cccnc3)c(=O)c2C1c1ccc(OC)c(OC)c1 (stereo not drawn)
→ x, -4, 0.6, 0, -1, -1, -6, 2.6, 5, 1602, 2
44: Cc1sc2ncn3cnnc3c2c1C
→ x, 2, -1.0, 2, -7, -3, 0, 2.7, 3, 1399, -1
45: Cc1cccc(C(=O)NC(CC(=O)O)c2ccc(OC3CCCC3)cc2)c1[N+](=O)[O-] (stereo not drawn)
→ 0.04, 2, 0.4, 11, -7, -3, -3, -0.3, -2, 1445, 14
46: CC(=O)N1CCN2C(=O)C1CCCC(=O)c1cc(C)ccc12 (stereo not drawn)
→ -0.15, x, -1.1, -1, 11, -1, 3, 2.0, -3, 1386, 2
47: CC(=O)c1cccc(NC=C2C(=O)OC3(CCCCC3)OC2=O)c1
→ x, x, 1.9, 3, 4, 10, -1, 2.2, -1, 1436, 12
